Compound activity (PubChem)
tim23-1 inh – growth inhibitors of tim23-1 mutant yeast; S. cerevisiae tim23-1 growth, BacTiter-Glo luminescence, 24 h; inhibition, % at 20 µM; 330,000 tested, 1.3% active; AID 463212;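 active = growth inhibition of the mutant yeast at or above 50%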;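 note: temperature-sensitive mutant grown at 25 °C; plate controls were DMSO-treated mutant yeast for no effect and medium wells lacking yeast for full effect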
XBP1 UPR activ – adaptive UPR (XBP1) activation. CHO-XBP1 luciferase reporter, IRE1-XBP1 UPR activation, luminescence; percent of tunicamycin response, DMSO as zero. activation, % at 20 µM. 330,000 tested, 0.33% active;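 active = versus positive control, 20 µM dose yields 30% or more activation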;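 note: 100% = tunicamycin at 10 µg/mL and 0% = DMSO only wells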
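Material: CHO-XBP1 cells stably carrying IRE1-XBP1-driven luciferase reporter / Amount: 1000 cells per well / Compound: 20 µM, 1% DMSO / Times: 6 h treatment, 37 °C / Detection: luciferase luminescence / Measure: % activation of reporter signal versus tunicamycin and DMSO controls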
TIM10 inh – growth inhibitors of TIM10 yeast strain; S. cerevisiae TIM10 strain growth, BacTiter-Glo luminescence, 24 h; inhibition, % at 10 µM; 330,000 tested, 1.4% active; AID 463195;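 active = inhibition of 40% or more at the single tested concentration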;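 note: wild-type TIM10 isogenic control strain grown at permissive 25 °C; 0% = DMSO yeast wells and 100% = minimal medium wells without yeast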
Jurkat NFkB inh – lowers PMA/ionomycin-induced NF-kB signal in Jurkat cells; 330,000 tested, 0.53% active; AID 435003; PMA/ionomycin-induced NF-kB luciferase reporter, luminescence; inhibition, % at 4 µM; in the data active = inhibition above about 50%
tim10-1 inh – growth inhibitors of tim10-1 mutant yeast. S. cerevisiae tim10-1 ts strain growth, BacTiter-Glo, 24 h. 330,000 tested, 2.2% active. AID 463190. inhibition, % at 20 µM;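 active = inhibition of at least 40%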;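 note: mutant grown at 25 °C; 0% = DMSO wells with yeast and 100% = wells holding no yeast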
Mdm2-MdmX inh – disrupts the human Mdm2-MdmX interaction; inhibition, % at 8 µM; SaOS-2 split-luciferase Mdm2/MdmX complementation, luminescence; 330,000 tested, 3% active;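 active = inhibition of at least 50% at 8 µM in the primary screen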
Target sequence (O15151 whole entry, looked up): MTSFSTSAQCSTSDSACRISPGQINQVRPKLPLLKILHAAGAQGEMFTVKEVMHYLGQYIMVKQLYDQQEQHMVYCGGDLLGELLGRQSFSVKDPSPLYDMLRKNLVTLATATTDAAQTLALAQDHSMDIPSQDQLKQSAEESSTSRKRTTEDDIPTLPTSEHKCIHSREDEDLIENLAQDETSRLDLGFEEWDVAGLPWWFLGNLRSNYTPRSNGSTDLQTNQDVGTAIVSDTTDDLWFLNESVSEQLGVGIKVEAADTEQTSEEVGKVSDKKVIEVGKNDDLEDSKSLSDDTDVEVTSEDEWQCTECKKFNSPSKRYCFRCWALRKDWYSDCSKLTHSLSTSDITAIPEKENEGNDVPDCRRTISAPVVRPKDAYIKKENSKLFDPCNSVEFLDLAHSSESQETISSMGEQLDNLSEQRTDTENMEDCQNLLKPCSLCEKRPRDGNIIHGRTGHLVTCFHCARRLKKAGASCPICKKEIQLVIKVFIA
Target sequence (Q00987 whole entry, looked up): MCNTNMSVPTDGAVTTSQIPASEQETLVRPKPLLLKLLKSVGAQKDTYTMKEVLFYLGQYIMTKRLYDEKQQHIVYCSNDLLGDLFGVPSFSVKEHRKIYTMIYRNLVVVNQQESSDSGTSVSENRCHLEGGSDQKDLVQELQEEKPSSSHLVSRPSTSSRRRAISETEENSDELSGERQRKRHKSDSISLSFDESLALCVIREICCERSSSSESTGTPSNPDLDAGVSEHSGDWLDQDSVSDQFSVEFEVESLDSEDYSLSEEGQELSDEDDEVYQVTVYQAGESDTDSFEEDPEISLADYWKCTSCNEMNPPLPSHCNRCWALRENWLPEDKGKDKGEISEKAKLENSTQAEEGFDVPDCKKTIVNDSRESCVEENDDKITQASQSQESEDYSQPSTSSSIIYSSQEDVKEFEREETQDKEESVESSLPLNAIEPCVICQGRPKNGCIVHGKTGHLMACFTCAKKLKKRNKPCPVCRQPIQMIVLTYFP
697 NFkB inh – lowers PMA/ionomycin-induced NF-kB signal in 697 B cells | 330,000 tested, 0.33% active | inhibition, % at 4 µM | 697 B-cell NF-kB luciferase reporter, 16 h; in the data active = inhibition above about 35%
CHOP UPR activ – apoptotic UPR (CHOP) activation. CHO-CHOP luciferase reporter, luminescence; percent of tunicamycin response over DMSO baseline. activation, % at 10 µM. 330,000 tested, 0.34% active. AID 449763;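 active = at 10 µM dose, activation of 40% or more, normalized to positive control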;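 note: 100% = tunicamycin at 10 µg/mL and 0% = DMSO alone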
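System: CHO-CHOP luciferase reporter cell line; amount: 500 cells/well; buffer or medium: F12 medium containing 10% fetal bovine serum; incubation: 6 h compound exposure at 37 °C after overnight seeding; measured by: luciferase luminescence after 10 min with Steady-Glo reagent; evaluation: % reporter activation, DMSO baseline versus tunicamycin full activation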
An asterisk follows results filed as active.

Every second line gives: tim23-1 inh	XBP1 UPR activ	TIM10 inh	Jurkat NFkB inh	tim10-1 inh	Mdm2-MdmX inh	697 NFkB inh	CHOP UPR activ
Cc1ccc(/C=C2\SC(=S)N(CCCC(=O)N3CCOCC3)C2=O)cc1
  39.4	-1.2	16.9	24.1	27.4	55.6*	19.4	0.0
CCC(=O)Nc1cc(C(=O)O)ccc1Sc1ccc(C)cc1
  6.1	-5.0	11.3	6.9	6.7	-11.1	14.0	1.0
CN1C(=O)c2ccc(C(=O)Nc3ccc(Br)cn3)cc2C1=O
  11.0	-3.3	3.5	5.2	6.2	1.2	-58.4	4.5
COc1ccc(-c2noc(CCC(=O)Nc3cc(OC)ccc3OC)n2)cc1
  21.2	-3.7	-14.2	6.2	-18.1	29.1	12.9	-2.1
C(=C\n1nnc2ccccc21)/c1ccc[nH]1
  22.9	5.5	2.5	7.7	17.4	-13.3	-13.4	2.0
CC(=O)Nc1c(I)c(C(=O)N[C@H]2C(O)O[C@H](CO)[C@@H](O)[C@@H]2O)c(I)c(N(C)C(C)=O)c1I (stereo partly drawn)
  16.5	-6.5	10.2	-16.1	1.1	-6.4	-27.4	0.2
CC1=NNC(=O)C1Cc1c(Cl)cccc1Cl (stereo not drawn)
  5.5	-0.7	13.4	-3.3	20.5	-1.1	10.6	1.8
CC(C)[C@H](NC(=O)C1CCC(CNC(=O)[C@@H]2CCCN2C(=O)OC(C)(C)C)CC1)C(=O)O (stereo partly drawn)
  0.1	-3.7	5.6	18.7	-1.9	-12.7	7.7	2.2
Cc1nc(-c2ccc(C(=O)Nc3cccc(F)c3)cc2)cs1
  27.1	-7.1	25.6	-76.8	-22.0	-221.7	-79.4	-3.1
Cc1ccc(NC(=O)c2ccccc2N(C)S(=O)(=O)c2ccccc2)c(C)c1
  33.0	-0.4	-7.3	-7.9	16.1	26.7	3.4	0.0
COc1ccc(S(=O)(=O)Nc2cccc3c2O[C@H](CN(C)S(=O)(=O)c2cccs2)[C@@H](C)CN([C@H](C)CO)C3=O)cc1
  20.7	-1.4	3.8	5.5	6.6	23.1	-15.6	-0.8
CCN(CC)C(=O)Cn1c(=O)n(CCCC(=O)NCc2ccccc2)c(=O)c2sccc21
  2.9	-0.7	-6.0	-10.1	16.7	9.4	16.5	1.9
COc1ccc(-n2c(Cc3cccn3C)nnc2SCC(=O)Nc2ccc(F)cc2)cc1
  29.4	-3.9	17.6	3.5	38.7	21.9	6.8	-1.0
Cc1ccc(NC(=O)NCC2CCN(Cc3cccc(Cl)c3)CC2)cc1Cl
  26.2	-2.7	16.1	9.1	4.5	31.4	0.3	1.6
COC(=O)Sc1nc(N2CCOCC2)c2c(c1C#N)CC(C)(C)OC2
  5.7	0.9	38.8	-2.6	45.4*	6.0	12.9	1.5
CCCCn1c(=O)[nH]c(=O)c2c1nc(-c1ccc(OCCC)c(OCC)c1)n2CCOC
  25.3	1.2	23.0	-2.3	18.1	-7.6	4.1	0.3
Cc1onc(-c2ccccc2Cl)c1C(=O)Nc1ccc(CN2CCCC2)cc1
  -3.9	-1.3	-6.4	-8.4	6.0	15.7	0.2	0.3
COCCn1c(SCC(=O)c2c(N)n(C3CC3)c(=O)[nH]c2=O)nnc1-c1cccc(C)c1
  -2.1	0.4	-1.9	-6.0	-6.9	8.9	6.3	-1.8
Oc1c(-c2cc(-c3ccco3)[nH]n2)ccc2ccccc12
  24.9	4.5	39.0	-155.6	23.7	-156.7	-147.3	6.4
Cc1nn(CC(=O)OCC(=O)c2ccc(OC(F)F)cc2)c(C)c1[N+](=O)[O-]
  1.8	-3.3	3.6	-7.6	-6.2	-20.7	6.9	2.1

Reprinted at random: 2 entries already listed, in no set order.
Every second line gives: tim23-1 inh	XBP1 UPR activ	TIM10 inh	Jurkat NFkB inh	tim10-1 inh	Mdm2-MdmX inh	697 NFkB inh	CHOP UPR activ
CCCCn1c(=O)[nH]c(=O)c2c1nc(-c1ccc(OCCC)c(OCC)c1)n2CCOC
  25.3	1.2	23.0	-2.3	18.1	-7.6	4.1	0.3
Oc1c(-c2cc(-c3ccco3)[nH]n2)ccc2ccccc12
  24.9	4.5	39.0	-155.6	23.7	-156.7	-147.3	6.4

(cont.)
Every second line gives: tim23-1 inh	XBP1 UPR activ	TIM10 inh	Jurkat NFkB inh	tim10-1 inh	Mdm2-MdmX inh	697 NFkB inh	CHOP UPR activ
CCC(=O)N1c2ccccc2NC2=C(C(=O)CCC2)C1c1ccco1 (stereo not drawn)
  12.2	-2.3	14.8	4.1	5.6	8.0	6.5	-1.2
Cc1cc(C(C)(C)C)ccc1OC(=O)C1=CC=CN2CCS(=O)(=O)N=C12
  -13.7	6.1	-5.4	-6.4	-2.7	9.4	-31.2	0.4
CCC(=O)Nc1cc(Cl)ccc1N1CCN(C(=O)CC)CC1
  15.7	-4.7	-1.8	-1.6	7.3	14.7	-19.1	1.9
CCOC(=O)C1(CCOC)CCN(C(=O)Cc2ccsc2)CC1
  16.0	-2.3	7.0	1.7	10.6	12.2	9.6	-0.4
Cc1ccc2nc(SCC(=O)Nc3ccc(C(N)=O)cc3)[nH]c2c1
  -11.0	-1.1	-10.9	11.2	-3.9	8.6	-4.9	0.2
O=C(OCC(=O)C12CC3CC(CC(C3)C1)C2)c1cccnc1
  15.8	-3.8	-1.7	-20.5	2.5	-19.3	16.4	1.6
Cc1ccc(-c2nc(-c3nccc4ccccc34)oc2-c2ccccc2)cc1
  30.6	-9.8	24.6	-47.8	5.4	-51.2	-134.6	0.7
COC(=O)/C(=C(O)\C=C\c1ccccc1[N+](=O)[O-])c1nc2ccccc2[nH]1
  11.5	13.3	-1.7	-10.8	-12.1	29.9	17.2	2.9
CCCCCCCCCCC(=O)NNC(=O)c1c(O)c2ccccc2n(CC)c1=O
  -16.6	-1.6	6.8	1.5	-12.3	14.3	6.1	-0.3
COc1ccc(CCN2CC34C=CC(O3)C(C(=O)NCc3ccccc3Cl)C4C2=O)cc1OC (stereo not drawn)
  27.0	-2.4	-4.1	2.5	0.4	9.5	-12.3	-2.1
COC(=O)c1ccc(CSc2nnc(C)n2N)o1
  7.6	-0.7	-3.3	7.6	14.4	-28.1	-57.1	1.1
CCn1c(SCC(=O)NCc2ccco2)nnc1-c1c[nH]c2ccccc12
  -8.2	-1.5	2.9	-1.9	20.9	6.5	0.0	-1.5
COc1ccccc1/C=C/C(=O)OCc1nc2ccccc2c(=O)[nH]1
  12.2	-3.0	3.5	11.8	-10.5	16.5	-3.7	0.3
Cc1ccc(NC(=O)CSc2cccc[n+]2[O-])c([N+](=O)[O-])c1
  -4.7	0.9	-16.1	-12.2	4.5	10.8	-8.1	3.8
CCOc1ccc(NC(=O)CN(C)C(=O)c2c(C)noc2C)cc1OCC
  2.1	1.2	2.1	4.6	-5.1	0.1	19.1	-0.6
CCOC(=O)CNc1nc(Cl)nc(Nc2ccc(C)cc2)n1
  -16.5	-0.5	-4.4	-2.5	-1.7	9.3	22.2	0.9
COc1ccc(C2=NOC(Cn3nc(C(=O)NCc4ccc(C)cc4)cc3-c3ccccc3)C2)cc1 (stereo not drawn)
  2.6	-4.3	-21.4	4.8	-24.6	17.6	-4.5	1.0
CCCOc1ncnc2c1[nH]c1ccc(C)cc12
  19.8	-2.8	13.5	-117.2	-55.3	-141.8	-195.7	4.4
Cc1ccc(-c2csc(N(CCCN3CCOCC3)C(=O)c3ccco3)n2)cc1
  19.6	1.9	14.3	-30.2	10.4	2.1	-29.5	2.7
CCN(C(=O)Cn1c(=O)oc2cc(S(=O)(=O)N3CCOCC3)ccc21)c1ccccc1
  -2.8	1.9	10.3	9.3	20.6	14.3	16.0	0.4
Cc1ccccc1C(=O)N1CCN(c2ccc(NC(=O)c3ccc4c(c3)OCCO4)cc2)CC1
  5.9	-3.9	16.2	16.5	8.4	36.1	-7.8	7.0
Cc1cnc(C(=O)OCC(=O)Nc2cc(S(=O)(=O)N3CCCCC3)ccc2Cl)cn1
  6.6	-2.6	13.6	18.2	19.7	16.7	-4.9	-1.3
C=CCn1c(N2CCCCCC2)nc2c1c(=O)[nH]c(=O)n2C
  10.5	3.8	-7.8	1.4	3.9	20.1	4.6	0.7
CC(C)c1nc(N2CCN(C(=O)c3ccccc3)CC2)c(C#N)c2c1COC(C)(C)C2
  -8.8	0.1	22.8	-8.2	-3.6	43.6	-40.5	3.6
Cc1ccc(S(=O)(=O)N2CCCCC2)cc1C(=O)NC1CCCCC1
  17.1	1.1	-1.7	-20.5	18.7	-11.1	-3.1	-0.3
C(#Cc1ccc(C#CCN2CCCC2)cc1)CN1CCCC1
  16.5	1.9	-142.2	-12.5	-111.1	-10.7	-23.2	-0.4
CC(=O)N1CCN=C1SCc1c(F)cccc1Cl
  20.3	-0.5	19.4	9.7	10.7	-6.9	5.8	1.9
COCCOC(=O)C1=C(C)N=C2SCCC(=O)N2C1c1ccc(OC(=O)c2ccco2)cc1 (stereo not drawn)
  6.4	6.5	13.8	10.8	18.6	32.5	7.0	-1.7
CC1CC(NC(=O)c2cnc3n(c2=O)CCS3)CC(C)(C)C1 (stereo not drawn)
  30.4	-2.3	7.9	1.8	19.2	-23.4	-23.2	0.0
Cn1cccc1/C=N/NC(=O)C(O)c1ccccc1 (stereo not drawn)
  3.6	-3.0	4.5	-15.3	-13.9	21.5	-2.4	-0.6
Cc1ccc(/C=N\NC(=O)Cn2c(C)nc3ccccc32)o1
  -5.4	0.9	-4.2	-18.2	16.9	-3.8	-6.3	0.1
CNC(=S)N(CCc1ccc(OC)c(OC)c1)C1CC(=O)N(c2ccccc2)C1=O (stereo not drawn)
  5.9	0.9	0.2	-12.2	18.8	13.4	-20.2	2.2
CC(=O)c1c(C)[nH]c(C(=O)OCC(=O)Nc2ccc(Cl)c(S(=O)(=O)N(C)C)c2)c1C
  5.7	-1.1	5.2	29.0	5.8	31.0	-11.7	-0.1
O=C(c1cc(-c2ccc(F)cc2)no1)N1CCN(Cc2ccc3c(c2)OCO3)CC1
  20.0	1.2	-7.5	10.6	26.5	17.3	7.8	-1.2
CC(CCc1ccccc1)N1CCN(Cc2ccccc2)CC1 (stereo not drawn)
  -1.1	0.1	-11.6	-2.2	10.8	3.4	-23.1	-0.3
c1ccc(-c2nnc(N3CCOCC3)nc2-c2ccccc2)cc1
  25.1	-1.6	21.1	-7.5	17.3	21.3	21.7	-0.4
CSCc1cc(N(C)c2ccccc2)nc(-c2ccccc2)n1
  20.7	-2.8	14.6	3.2	13.4	-16.4	-9.0	-0.7
Cc1cccc(C)c1NC(=O)CN1CCN(C(=O)CN2C(=O)NC3(CCCCC3C)C2=O)CC1 (stereo not drawn)
  -2.1	-2.0	-2.8	-7.3	-3.2	10.1	-1.6	-0.2
Cc1onc(C(=O)N2CCN(C(c3ccccc3)c3ccccc3)CC2)c1[N+](=O)[O-]
  28.6	2.2	19.1	8.9	28.8	71.4*	16.8	0.5
CCC(NS(=O)(=O)c1ccc(C)cc1)C(=O)N1CCOCCOCCOCCOCC1 (stereo not drawn)
  12.4	-2.0	2.6	0.0	-18.4	-10.2	21.8	-0.9
Cc1ccc(C)c(Nc2nc3nonc3nc2N2CCOCC2)c1
  0.6	-2.7	6.7	12.7	10.3	4.2	5.1	1.2
COc1ccc(-c2cn(CC3CCCCC3)nn2)cc1
  -2.7	2.1	-2.0	-92.5	-14.9	-75.5	-93.4	2.8

Mdm2-MdmX inh: hit marks shown above
smiles	XBP1 UPR activ	Jurkat NFkB inh	Mdm2-MdmX inh	697 NFkB inh
Cc1ccc(/C=C2\SC(=S)N(CCCC(=O)N3CCOCC3)C2=O)cc1	-1.2	24.1	55.6*	19.4
Cc1onc(C(=O)N2CCN(C(c3ccccc3)c3ccccc3)CC2)c1[N+](=O)[O-]	2.2	8.9	71.4*	16.8
